Screening results (PubChem BioAssay)
TR SRC2 fluor cs: Texas Red fluorescence interference in TRb-SRC2 counter-screen; actives 0.29% (n = 280,000); TRb/SRC2 Texas Red total fluorescence interference; AID 1479; Potency, µM (highest dose often 106 µM), for inactives: at the top dose fluorescence change, negative = quenching; active = well fitted curve in either direction with a large enough effect; inconclusive = small, poorly fitted or top-dose-only effect
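Flags fluorescent or light-absorbing compounds by total fluorescence, S + 2P, at 555 nm excitation and 632 nm emission. Mixture: 20 nM Texas Red SRC2 peptide, 0.6 uM human TRb LBD, 1 uM T3, 5% DMSO; compound exposure 5 h at ambient temperature.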
Tau fibril ThT: inhibitors of human tau fibril formation, thioflavin T binding; P10636; recombinant tau K18 P301L, heparin-induced fibrillization, ThT fluorescence; Potency, µM (highest dose often 57.4 µM), for inactives: at the top dose activity, negative = inhibition, usual class: inhibitors; actives 2.1% (n = 270,000); note: nearly all actives have a fitted effect of over 55% in size
Target sequence (P10636 561-689 P618L limits assumed): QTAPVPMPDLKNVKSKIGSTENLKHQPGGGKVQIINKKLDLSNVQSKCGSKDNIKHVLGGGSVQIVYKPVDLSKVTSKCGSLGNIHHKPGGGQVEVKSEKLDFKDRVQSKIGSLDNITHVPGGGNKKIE
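Recombinant human tau K18 fragment […] carrying P301L, 15 uM unlabeled plus 0.24 uM Alexa 594-labeled, was fibrillized with 20 uM heparin in 100 mM sodium acetate pH 7 for 6 hr at 37 C; 30 uM ThT fluorescence read after 1 hr.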
L3MBTL1 inh: blocks human L3MBTL1; actives 0.66% (n = 230,000); AlphaScreen L3MBTL1–H3K9me1 peptide binding; Potency, µM (doses to about 57.1 µM), for the others: top-dose activity, negative = inhibition, hits mostly inhibitors; note: nearly all actives have a fitted effect of over 60% in size
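Displacement of a biotinylated histone H3(1-15) peptide monomethylated at Lys9 (75 nM) from L3MBTL1 (50 nM) was measured by AlphaScreen after a 30 min room-temperature compound incubation; cefsulodin titration served as intraplate control.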
Tau fluor counter: counter-screen for tau fibril formation inhibitors; actives 0.93% (n = 280,000); tau K18 P301L (four-repeat tau fragment) Alexa594 fluorescence, heparin fibrillization; Potency, µM (highest dose often 57.7 µM), without a hit: top-dose activity change, negative = decrease; AID 1463; note: nearly all actives have a fitted effect of over 55% in size
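Human K18 P301L tau (15 uM unlabeled plus 0.24 uM Alexa 594-labeled, final) in 100 mM sodium acetate pH 7 was mixed with compound and 20 uM heparin and incubated 6 hr at 37 C.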
GLA spleen mod: inhibitors or activators of human alpha-galactosidase in spleen homogenate; P06280; human spleen homogenate, 4MU-alpha-Gal fluorescence, 40 min; Potency, µM (titrated, usually from 80 µM), for inactives: at the highest dose activity change, negative = inhibition, usual class: inhibitors; actives 0.008% (n = 240,000);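 note: 0% = enzyme with vehicle and -100% = no enzyme basal signal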
Target sequence (P06280 32-429 limits assumed): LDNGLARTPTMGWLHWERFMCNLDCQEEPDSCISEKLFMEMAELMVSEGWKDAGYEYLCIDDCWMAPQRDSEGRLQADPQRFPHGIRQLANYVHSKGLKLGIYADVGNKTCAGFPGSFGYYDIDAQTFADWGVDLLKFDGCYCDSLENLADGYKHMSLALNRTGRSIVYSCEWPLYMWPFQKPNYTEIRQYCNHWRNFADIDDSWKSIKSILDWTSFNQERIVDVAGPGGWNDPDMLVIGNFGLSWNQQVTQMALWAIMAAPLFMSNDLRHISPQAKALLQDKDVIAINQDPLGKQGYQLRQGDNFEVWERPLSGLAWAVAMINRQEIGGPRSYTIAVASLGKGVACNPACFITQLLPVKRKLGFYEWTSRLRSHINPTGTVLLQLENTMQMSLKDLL
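Human spleen homogenate (1 ug) was the enzyme source, with 4-methylumbelliferyl-alpha-D-galactopyranoside (1 mM final) in pH 5.0 citrate buffer with 0.01% Tween-20. Compounds were titrated; after 40 min at 37C, NaOH/glycine stop, 4-MU fluorescence read; AC50 from Hill fits.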
ALDH1A1 block: blocks purified human ALDH1A1 activity. AID 1030. P00352. Purified ALDH1A1, NADH fluorescence, propionaldehyde substrate. Potency, µM (doses to about 75.3 µM), without a hit: at the top dose activity, negative = inhibition, most hits filed as inhibitors. actives 7.3% (n = 220,000); active = well fitted inhibition curve with a large enough effect, not every such curve was filed as active; inconclusive = small, poorly fitted or top-dose-only effect, or another doubt; inactive = no such curve, though single readings can be large or run the other way;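 note: plate controls were no enzyme wells and a reference inhibitor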
TRb-SRC2 inh: TRbeta-SRC2 interaction inhibition | actives 0.065% (n = 280,000) | TRbeta-SRC2 peptide binding, fluorescence polarization; receptor liganded with 1 µM T3 | Potency, µM (series often up to 106 µM), without a hit: top-dose activity change, negative = inhibition, actives largely listed as inhibitors;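 note: plate controls were bound peptide for no effect and peptide without receptor for full effect; nearly all actives have a fitted effect of over 50% in size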
Target sequence (P10828 whole entry, looked up): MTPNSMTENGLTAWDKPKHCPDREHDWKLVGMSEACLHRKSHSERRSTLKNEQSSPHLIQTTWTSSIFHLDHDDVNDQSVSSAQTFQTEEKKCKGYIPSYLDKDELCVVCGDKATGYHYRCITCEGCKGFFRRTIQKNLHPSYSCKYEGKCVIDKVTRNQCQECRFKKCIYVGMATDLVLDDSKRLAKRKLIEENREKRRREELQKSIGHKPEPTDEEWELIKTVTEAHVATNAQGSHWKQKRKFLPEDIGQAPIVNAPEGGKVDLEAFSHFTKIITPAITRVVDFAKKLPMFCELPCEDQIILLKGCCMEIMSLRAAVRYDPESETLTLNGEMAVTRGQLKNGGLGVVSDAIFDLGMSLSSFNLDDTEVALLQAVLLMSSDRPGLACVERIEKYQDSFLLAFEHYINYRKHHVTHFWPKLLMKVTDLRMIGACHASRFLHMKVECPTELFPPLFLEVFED
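Fluorescence polarization of 20 nM Texas Red SRC2 peptide (20-aa NR interaction domain) bound to 0.6 uM human TRb ligand-binding domain, with 1 uM T3, after 5 hr at ambient temperature; inhibition seen as decreased polarization.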
Tau FP inhib: inhibitors of human tau fibril formation | P10636 | K18 P301L tau heparin fibrillization, Alexa594 FP, 6 h | Potency, µM (top dose mostly 57.7 µM), without a hit: top-dose activity, negative = inhibition, usual class: inhibitors | actives 0.39% (n = 280,000) | AID 1468; note: nearly all actives have a fitted effect of over 55% in size
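Read-out: fluorescence polarization of Alexa 594-labeled tau (0.24 uM), 555 nm excitation, 632 nm emission. Mixtures held 15 uM unlabeled K18 P301L, compound and 20 uM heparin, pH 7 acetate buffer, incubated 6 hr at 37 C.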
The depositor's hits bear a star; ? = inconclusive; . = not tested or not shown; & = joins results of further samples; [ ] = another dose, or the depositor's remark. Unless noted, calls come from the whole dose curve; as a rule, active = well fitted curve in the direction sought with a large enough effect; inconclusive = small, poorly fitted or top-dose-only effect, or another doubt; inactive = no such curve, though single readings can be large; an effect the other way counts as inactive or inconclusive. Unless noted, % is set by controls: 0 for no effect and ±100 for the full control effect; potency is the fitted concentration of half-maximal effect. Rows were taken by chance; any-hit rate near 8.5%.

Short forms: A = TR SRC2 fluor cs; B = Tau fibril ThT; C = L3MBTL1 inh; D = Tau fluor counter; E = GLA spleen mod; F = ALDH1A1 block; G = TRb-SRC2 inh; H = Tau FP inhib
1	CCC(C(=O)NCc1ccccc1)n1nc(C)c2sc3ccccc3c2c1=O (centres undefined)
  A: -1%	B: -8%	C: .	D: 0%	E: .	F: .	G: -2%	H: -3%
2	COC(=O)c1ccccc1OCC(=O)N1CCN(c2ccc(OC)cc2)CC1
  A: 0%	B: -5%	C: -5%	D: -3%	E: 1%	F: 5%	G: 7%	H: 5%
3	Cc1ccc(C)c(CN2C(=O)c3ccccc3S(=O)c3ccc(C(=O)NCCC4=CCCCC4)cc32)c1 (centres undefined)
  A: 0%	B: -19%	C: .	D: -30%	E: .	F: .	G: -10%	H: ?
4	Cc1nnc(SCc2cc(=O)n3cccc(C)c3n2)s1
  A: 1%	B: -7%	C: .	D: -7%	E: .	F: .	G: 7%	H: -1%
5	COCCN=C1NN=C(c2cc(C)n(CC3CCCO3)c2C)CS1 (centres undefined)
  A: -2%	B: -17%	C: 4%[11.4 µM]	D: 2%	E: 3%	F: ?	G: 3%	H: -11%
6	CCN(CC)S(=O)(=O)c1ccc(C)c(NC(=S)NNC(=O)C2CC2)c1
  A: 0%	B: 4%	C: 5%	D: -2%	E: 4%	F: 8.9µM*	G: 3%	H: 2%
7	O=C(C1CC1)N1CCc2cc(Br)cc(S(=O)(=O)N3CCN(c4cccc(Cl)c4)CC3)c21
  A: -1%	B: -9%	C: .	D: -17%	E: .	F: .	G: 2%	H: -13%
8	O=C(Nc1cccc(C(F)(F)F)c1)c1cc2nc(-c3ccco3)cc(C(F)(F)Cl)n2n1
  A: 4%	B: -11%	C: .	D: -14%	E: .	F: .	G: 0%	H: -7%
9	N/C(Cc1ccc([N+](=O)[O-])cc1)=N\OC(=O)COc1cccc2ccccc12
  A: -3%	B: ?	C: -3%	D: ?	E: -9%	F: 3%	G: -1%	H: -3%
10	O=c1c[n+]([O-])c2ccccc2n1OCc1c(F)cccc1F
  A: 0%	B: -16%	C: 2%	D: -5%	E: 4%	F: -5%	G: 2%	H: 0%
11	Cc1cc2nc(-c3cccc(NC(=O)CSc4ccc(Cl)cc4)c3)oc2cc1C
  A: 4%	B: 6%	C: .	D: -16%	E: .	F: .	G: 2%	H: ?
12	Cc1cc(C)c2c(N)c(C(=O)c3ccc(Br)cc3)oc2n1
  A: -4%	B: ?	C: 12%	D: ?	E: 5%	F: .	G: 2%	H: -1%
13	COCC(=O)Nc1c(C(=O)Nc2ccc(C)cc2)oc2ccccc12
  A: -2%	B: 0%	C: .	D: -16%	E: .	F: .	G: 0%	H: ?
14	COc1cccc(-c2nn(C)c3sc(C(=O)NCc4ccco4)cc23)c1
  A: -3%	B: -7%	C: .	D: ?	E: 3%	F: ?	G: -10%	H: -4%
15	COc1ccc(C(O)c2nc3ccccc3n2C)cc1OC (centres undefined)
  A: -7%	B: -10%	C: 3%	D: 1%	E: 4%	F: 14%	G: 3%	H: 2%
16	COc1ccc(OC)c(-c2cc(C(=O)Nc3c(C)nn(Cc4ccccc4)c3C)no2)c1
  A: -1%	B: -14%	C: -2%	D: -18%	E: ?	F: ?	G: -10%	H: -11%
17	O=C(CSc1nc2ccc(NC(=O)CSc3nnnn3Cc3ccccc3)cc2s1)Nc1ccccc1
  A: -4%	B: -10%	C: 0%	D: ?	E: 6%	F: 13µM*	G: 9%	H: ?
18	COc1ccc(O)c(/C=N/N=C2/C(=O)Nc3ccccc32)c1
  A: -3%	B: ?	C: -20%	D: -12%	E: -6%	F: ?	G: -5%	H: 2%
19	COCC(C)n1c(C)cc(C(=O)Cn2nc(C(=O)O)c3ccccc3c2=O)c1C (centres undefined)
  A: -1%	B: -11%	C: -18%	D: -8%	E: 9%	F: ?	G: -7%	H: 2%
20	Cc1nc(N2CCCCC2)sc1C(=O)c1cccc([N+](=O)[O-])c1
  A: -3%	B: -12%	C: -3%	D: -18%	E: 3%	F: 10µM*	G: 4%	H: 11%
21	Cc1ccc(/C=N/NC(=O)CSc2nc3ccccc3n2Cc2ccc(Cl)cc2)o1
  A: 2%	B: ?	C: -16%	D: ?	E: -6%	F: ?	G: 3%	H: 6%
22	Cc1ccc(Nc2c(-c3ccc(N4CCOCC4)cc3)nc3ncccn23)c(C)c1
  A: -1%&-1%	B: ?	C: -11%	D: -28%&-29%	E: 0%	F: 1%	G: 2%&-1%	H: 1%&10%
23	COc1ccc(C(=O)NC(=S)NCCO)cc1Br
  A: -5%	B: 3%	C: 2%	D: 5%	E: 1%	F: ?	G: -6%	H: 5%
24	Cc1ccccc1Cn1ccc(-c2ccc(Cl)cc2)c(C#N)c1=O
  A: -4%	B: -4%	C: -1%	D: -15%	E: 0%	F: ?	G: 0%	H: ?
25	O=C1N=C(N2CCc3ccccc3C2)S/C1=C\c1cccc(O)c1
  A: -1%	B: 0%	C: -12%	D: -6%	E: 3%	F: 2.5µM*	G: 8%	H: -4%
26	COc1ccc(C(=O)NCC(=O)OCC(=O)N2CC(C)CC(C)C2)cc1 (centres undefined)
  A: 0%	B: -8%	C: .	D: -7%	E: 3%	F: -13%	G: -13%	H: -12%
27	Cc1cc(-c2n[nH]c(=S)n2Cc2ccco2)n(C)n1
  A: ?	B: -13%	C: 7%	D: -9%	E: 3%	F: ?	G: -10%	H: 9%
28	CCc1nonc1NC(=O)c1oc2ccc(C)cc2c1C
  A: 1%	B: 2%	C: .	D: 6%	E: .	F: .	G: -1%	H: -2%
29	CCN(CC)S(=O)(=O)c1cccc(N2CC(O)=C(c3ccccc3)C2=N)c1
  A: -1%	B: -7%	C: -2%	D: -8%	E: 2%	F: .	G: 1%	H: 6%
30	O=C(c1cccc(Cl)c1)N1CCC(N2CCC(C(=O)N3CCOCC3)CC2)CC1
  A: -2%	B: -4%	C: 6%	D: 5%	E: 6%	F: -9%	G: 4%	H: -5%
31	O=C(NC1CCCCCC1)C1c2ccccc2C(=O)N1Cc1ccco1 (centres undefined)
  A: -1%	B: 0%	C: -2%	D: 0%	E: 3%	F: -4%	G: 6%	H: -2%
32	CCN(CC)CC(=O)Nc1ccc2c(c1)N(C(=O)CN(CC)CC)c1ccccc1CC2
  A: -5%	B: -16%	C: .	D: -6%	E: -1%	F: -3%	G: 2%	H: 2%
33	O=C1C(O)=C(O)C(=O)C(O)=C1O
  A: 1%	B: 13µM*	C: .	D: -22%	E: 4%	F: ?	G: 3%	H: ?
34	CCCCCCCCCC(=O)NNC(=O)c1c(O)c2ccccc2n(CCC)c1=O
  A: 1%	B: -17%	C: 8%	D: -19%	E: 4%	F: 5%	G: 6%	H: -6%
35	CN(c1ccccc1)C(c1ccc(F)cc1)c1nnnn1CC1CCCO1 (centres undefined)
  A: -2%	B: 2%	C: 4%	D: -6%	E: 6%	F: -11%	G: 0%	H: 1%
36	Cc1cc(C)c(C(=O)/C=C/C=C/c2ccccc2)c(=O)[nH]1
  A: -5%	B: ?	C: 1%	D: -12%	E: 0%	F: -9%	G: 3%	H: -5%
37	CCOC(=O)CC1C(=O)NCCN1S(=O)(=O)c1ccccc1Cl (centres undefined)
  A: -1%	B: -6%	C: 4%	D: -8%	E: -5%	F: 9%	G: -3%	H: 3%
38	CNc1ccc(Br)cc(C(=O)/C=C/c2ccc3c(c2)OCO3)c1=O
  A: -9%	B: 13µM*	C: 28µM*	D: ?	E: 5%	F: 6.3µM*	G: 8%	H: ?
39	O=C(CN1C(=O)NC2(CCCCCC2)C1=O)N1CCN(S(=O)(=O)c2ccc(Cl)cc2)CC1
  A: -1%	B: -2%	C: 1%	D: -6%	E: -8%	F: ?	G: 8%	H: 1%
40	CC(=O)CC1(O)C(=O)N(CN2CCN(c3ccccc3)CC2)c2ccccc21 (centres undefined)
  A: 0%	B: -2%	C: -3%	D: 2%	E: 9%	F: 5%	G: -20%	H: -1%
41	CCCCn1nnnc1SCC(=O)N1CCN(C(=O)c2ccco2)CC1
  A: 1%	B: -1%	C: 2%	D: 7%	E: -2%	F: ?	G: -3%	H: 0%
42	CCc1ccc(-c2nc(CN3CCCC(C(=O)O)C3)c(C)o2)cc1 (centres undefined)
  A: 0%	B: -11%	C: .	D: -3%	E: 6%	F: -1%	G: 5%	H: 0%
43	CC(Nc1ccc(Cl)cc1)C(=O)NN (centres undefined)
  A: -2%	B: -5%	C: -6%	D: -8%	E: -3%	F: .	G: -11%	H: -2%
44	CCN1CCN(Cc2ccc(NC(=O)c3ccc(C)c(NC(=O)c4c[nH]c5cc(C(F)(F)F)ccc5c4=O)c3)cc2C(F)(F)F)CC1
  A: 0%	B: ?	C: .	D: -22%	E: -2%	F: .	G: -2%	H: ?
45	COc1ccc(-c2c(C(C)=O)c(C)n(C)c2C)cc1
  A: 2%	B: 3%	C: 2%	D: 2%	E: 2%	F: -5%	G: -9%	H: 4%
46	c1cc2c3c(cccc3c1)C(N1CCCCCC1)=N2
  A: 4%	B: -6%	C: -3%	D: 0%	E: -14%	F: ?	G: 8%	H: -1%
47	Cc1cccc(-c2noc(-c3ccc(NCc4ccco4)c([N+](=O)[O-])c3)n2)c1
  A: -2%	B: -3%	C: .	D: -17%	E: .	F: .	G: 3%	H: -9%
48	O=C(Nc1cccc(CCc2ccccn2)c1)c1ccc(Cl)cc1
  A: -1%	B: -15%	C: 18%	D: -21%	E: -12%	F: 0%	G: -2%	H: -1%

Profiles, quoted from the list:
`COc1ccc(O)c(/C=N/N=C2/C(=O)Nc3ccccc32)c1` as listed: TR SRC2 fluor cs: -3%; Tau fibril ThT: ?; L3MBTL1 inh: -20%; Tau fluor counter: -12%; GLA spleen mod: -6%; ALDH1A1 block: ?; TRb-SRC2 inh: -5%; Tau FP inhib: 2%
`Cc1cc(-c2n[nH]c(=S)n2Cc2ccco2)n(C)n1` as listed: TR SRC2 fluor cs: ?; Tau fibril ThT: -13%; L3MBTL1 inh: 7%; Tau fluor counter: -9%; GLA spleen mod: 3%; ALDH1A1 block: ?; TRb-SRC2 inh: -10%; Tau FP inhib: 9%
